PREPL inh: PREPL enzyme inhibitors, primary screen, biochemical, fluorescence polarization | Prolyl endopeptidase-like (Homo sapiens), Q4J6C6 | recombinant PREPL, fluorescence polarization activity-based probe | inhibition, % at 5.96 µM | 0.68% of 320,000 active | AID 2751, 2010; in the data active means inhibition above about 43%;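 further: 0% = enzyme with DMSO and 100% = wells lacking enzyme; many of its hits are not listed in these tables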
pPAFAH inh: pPAFAH enzyme inhibitors, primary screen, biochemical, fluorescence polarization, human | Platelet-activating factor acetylhydrolase (Homo sapiens), Q13093 | recombinant pPAFAH, FP-rhodamine probe fluorescence polarization | 1.5% of 330,000 active | AID 463082, 2010 | inhibition, % at 3.39 µM;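 active means inhibition above the mean inhibition across the screen plus 3 SD, cut at about 25% in these data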;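 further: inhibitors block binding of the rhodamine activity-based probe so polarization drops; 0% = enzyme with DMSO and 100% = wells lacking pPAFAH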
PAD4 FP inh: human PAD4 inhibitors, primary screen, biochemical, fluorescence polarization, 1536-well format; recombinant PAD4, RCA probe fluorescence polarization; inhibition, % at 6.36 µM; 0.41% of 330,000 active; AID 485272, 2010;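 active means percent inhibition above a cutoff equal to the mean of all tested compounds plus 3 SD, cut at about 15% in these data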;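 further: 0% = PAD4 with RCA probe and DMSO and 100% = probe without PAD4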
PME-1 inh: PME-1 inhibitors via competitive probe labeling, primary screen, biochemical, fluorescence polarization, FP-Rh probe, HTS; recombinant PME-1; inhibition, % at 5.9 µM; Protein phosphatase methylesterase 1 (Homo sapiens), Q9Y570; 0.53% of 320,000 active;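 active means inhibition above the campaign mean of all compounds plus 3 SD, cut at about 26% in these data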;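 further: competitive labeling of PME-1 active site by serine hydrolase directed probe; 0% = PME-1 with DMSO and 100% = wells lacking PME-1 enzyme; inhibitors block probe labeling so polarization falls and inhibition rises; many of its hits are not listed in these tables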
Target sequence (Q9Y570 whole entry, looked up): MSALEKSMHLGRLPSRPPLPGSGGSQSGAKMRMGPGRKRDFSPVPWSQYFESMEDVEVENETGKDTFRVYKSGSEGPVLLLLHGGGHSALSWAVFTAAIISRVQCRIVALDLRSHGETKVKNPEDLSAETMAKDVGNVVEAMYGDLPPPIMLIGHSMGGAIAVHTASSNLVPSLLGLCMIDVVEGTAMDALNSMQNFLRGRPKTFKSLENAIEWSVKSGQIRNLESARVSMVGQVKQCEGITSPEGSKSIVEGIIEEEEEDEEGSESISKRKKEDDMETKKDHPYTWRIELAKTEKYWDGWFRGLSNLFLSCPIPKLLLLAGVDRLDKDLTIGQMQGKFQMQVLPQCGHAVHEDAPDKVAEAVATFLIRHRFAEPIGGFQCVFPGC
GSTO1 counter: inhibitors of recombinant GSTO1, primary screen, counter-screen for RBBP9 inhibitor project, biochemical, fluorescence polarization; activity-based probe fluorescence polarization; inhibition, % at 5.96 µM; 1.1% of 300,000 active; Glutathione S-transferase omega-1 (Homo sapiens), P78417; AID 1974, 2009;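 active means inhibition above the campaign mean inhibition plus 3 SD, cut at about 35% in these data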;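 further: 0% = GSTO1-1 with DMSO and 100% = wells lacking GSTO1-1 enzyme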
LYPLA2 inh: LYPLA2 inhibitors, primary screen, counter-screen for PME1 inhibitor project, biochemical, fluorescence polarization, FP-Rh probe ABPP; recombinant LYPLA2; inhibition, % at 5.9 µM; 0.38% of 320,000 active;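 active means inhibition above the screen-wide mean plus 3 SD, limit set per campaign, cut at about 26% in these data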;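 further: 0% = LYPLA2 with DMSO and 100% = wells lacking LYPLA2 enzyme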
PAFAH1B3 FP inh: PAFAH1B3 enzyme inhibitors, primary screen, biochemical, fluorescence polarization, human; recombinant PAFAH1B3, FP-rhodamine probe; AID 492972, 2010; 0.28% of 340,000 active; inhibition, % at 3.39 µM; Platelet-activating factor acetylhydrolase IB subunit alpha1 (Homo sapiens), Q15102;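 active means inhibition above the screen-wide average of all tested compounds plus 3 SD, cut at about 25% in these data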;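 further: 0% = enzyme with DMSO only and 100% = wells lacking PAFAH1B3 protein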
Target sequence (Q15102 whole entry, looked up): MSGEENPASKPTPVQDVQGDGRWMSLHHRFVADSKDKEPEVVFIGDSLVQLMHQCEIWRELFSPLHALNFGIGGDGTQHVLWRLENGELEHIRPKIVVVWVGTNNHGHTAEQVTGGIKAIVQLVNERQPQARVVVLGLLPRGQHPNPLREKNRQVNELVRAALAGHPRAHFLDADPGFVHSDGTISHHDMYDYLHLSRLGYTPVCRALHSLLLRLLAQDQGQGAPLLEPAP
LYPLA1 counter: LYPLA1 inhibitors, primary screen, counter-screen for PME1 inhibitor project, biochemical, fluorescence polarization, FP-Rh probe ABPP; Acyl-protein thioesterase 1 (Homo sapiens), O75608; recombinant LYPLA1; inhibition, % at 5.9 µM; 0.16% of 320,000 active; AID 2174, 2009;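 active means inhibition above the mean of all tested compounds plus 3 SD, set per campaign, cut at about 14% in these data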;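 further: inhibitors block serine hydrolase probe labeling of LYPLA1 so polarization falls; 0% = enzyme with DMSO and 100% = wells lacking LYPLA1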
PAFAH1B2 inh: PAFAH1B2 enzyme inhibitors, primary screen, biochemical, fluorescence polarization, human; inhibition, % at 3.39 µM; recombinant PAFAH1B2, FP-rhodamine activity probe; 1.2% of 340,000 active; AID 492953, 2010;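 active means inhibition above the mean of all tested compounds plus 3 SD, cut at about 24% in these data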;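 further: 0% = enzyme with DMSO and 100% = wells lacking PAFAH1B2; many of its hits are not listed in these tables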
Target sequence (P68402 whole entry, looked up): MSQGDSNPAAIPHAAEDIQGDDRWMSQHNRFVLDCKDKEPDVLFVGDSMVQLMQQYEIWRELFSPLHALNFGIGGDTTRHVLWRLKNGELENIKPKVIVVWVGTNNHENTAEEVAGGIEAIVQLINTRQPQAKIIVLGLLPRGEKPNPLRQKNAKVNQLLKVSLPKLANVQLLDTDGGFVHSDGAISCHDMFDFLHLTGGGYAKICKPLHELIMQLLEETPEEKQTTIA
* = called active by the depositor; nt = not tested or not shown; & = joins results of further samples. These rows are one share of the data; rates above refer to the full screens.

canonical_smiles,PREPL inh,pPAFAH inh,PAD4 FP inh,PME-1 inh,GSTO1 counter,LYPLA2 inh,PAFAH1B3 FP inh,LYPLA1 counter,PAFAH1B2 inh
CC1CCC(NC(=O)c2ccc(NC(=O)c3ccc(=O)[nH]c3)cc2)CC1 (centres undefined),-8,0,-1,0,-2,6,nt,3,nt
Clc1ccccc1-c1nc(-c2ccncc2)no1,2&-7,-1&-1,-6&2,-4&0,-5&8,0&2,8,-3&-2,5
O=C(NCc1ccc(Cl)cc1)c1ccc(NC(=O)C2CCCO2)cc1 (centres undefined),-3,2,0,0,-3,-3,2,1,4
COc1cc2c(cc1OC)C(c1cccs1)N(C(=O)c1ccc(S(=O)(=O)N(C)C)cc1)CC2 (centres undefined),-6,3,-5,18,-1,1,9,0,-2
Cc1ccc(C2(CC(=O)N3CCCC3)CCOC(C(C)C)C2)cc1 (centres undefined),-2,0,-1,2,6,-4,9,2,6
COc1ccc(Br)cc1CNC(=O)CCc1nc(-c2ccc(C)cc2)no1,-8,-5,-1,1,5,-1,4,-1,13
Cc1ccc2[nH]c3c(c2c1)CCN1C(=O)OC(C)(C)C31C (centres undefined),5,4,1,5,8,5,9,1,0
CCN=C(NC#N)SCc1c(F)cccc1Cl,13,20,-8,-2,7,2,8,-3,3
Oc1ccc(/C=N/Nc2ccnc3cc(Cl)ccc23)c(O)c1,-2,3,-4,27*,9,3,17,-2,8
CCNC(=O)c1cc(S(=O)(=O)N(C)C)c(Cl)cc1Cl,-9,7,-2,-3,-9,-1,13,0,-4
c1ccc(Cc2nnc(N3CCCCC3)c3ccccc23)cc1,-19,9,-4,4,1,11,0,4,2
Cc1ccc(-c2nn(CC(=O)O)c(=O)c3ccccc23)cc1,12,7,-1,0,-4,-4,3,-6,2
CCOc1cc(/C=C2/SC(=S)N(CC(=O)O)C2=O)ccc1OC(=O)c1cccs1,65*,-15,0,-32,-64,-19,-28,-10,-15
COc1ccccc1CNC(=O)c1c(-c2ccccc2Cl)noc1C,-5,6,2,0,7,-5,12,0,2
Cc1[nH]n(-c2ccccc2)c(=O)c1S(=O)(=O)c1ccccc1,-7,4,-14,4,29,-1,5,-1,5
CC(C)C(c1nnnn1Cc1ccc(F)cc1)N1CCN(C(=O)c2ccco2)CC1 (centres undefined),-8,12,-1,0,-5,-4,2,-1,2
Cc1cc(C)nc(SCc2nnc(SCC(=O)Nc3nc(-c4ccccc4)cs3)n2C)n1,1,0,2,0,19,1,2,0,5
O=C1OCc2cccc3cccc1c23,5,4,-4,5,1,-1,3,-1,-1
CCN(C[C@H]1N[C@@](CC)(C(=O)OC)[C@H]2C(=O)N(C)C(=O)[C@@H]12)S(=O)(=O)c1ccccc1,5,4,-4,nt,nt,nt,12,nt,2
CCCCOc1ccc(C(C)NC(=O)C2CCCN(S(=O)(=O)CC)C2)cc1 (centres undefined),11,10,-1,3,-7,-7,2,-4,6
COCCCNC(=S)Nc1ccc2nc(N3CCOCC3)cc(C)c2c1,6,3,-1,3,1,2,5,6,2
CC(C)(C)c1ccc(C(=O)NCC(=O)OCC(=O)Nc2ccccc2[N+](=O)[O-])cc1,16,9,0,4,1,9,2,3,10
Cc1ccc(CN2CCNC(=O)C2CC(=O)NCC(F)(F)F)o1 (centres undefined),0,-1,-5,2,3,-6,1,-3,2
COC(=O)c1sc(-c2ccc(Cl)cc2)cc1NC(=O)COCC(=O)O,3,15,-3,-12,30,-9,3,-13,43*
CCNC(=O)/C(C#N)=C/c1c(N2CCCCCC2)nc2c(C)cccn2c1=O,2,4,-3,1,0,-7,5,-2,3
O=C(Cc1ccccc1)Nc1ccccc1CO,1,0,-6,-2,3,4,0,1,4
CCOC(=O)c1c(C)[nH]c(C(=O)OCC(=O)Nc2cc(C)ccc2OC)c1C,-3,2,-5,0,0,2,-2,-1,4
N/C(=N\OC(=O)/C=C/c1ccc(Br)cc1)c1ccccn1,1,2,-3,-12,2,0,4,-2,0
Cc1cnc(NC(=O)CSc2ncn(-c3ccccc3)n2)s1,8,1,-5,1,1,4,-1,-3,4
O=C(CCNC(=O)OCC1c2ccccc2-c2ccccc21)NOCc1ccccc1,nt,2,4,nt,nt,nt,6,nt,2
c1ccc2c(C3=NNC(=NC4CCCCC4)SC3)c[nH]c2c1,-1,-3,-6,13,0,3,2,-3,4
O=C(NNc1nc(=O)c2cccnc2s1)c1ccccc1O,19,3,1,5,23,10,17,0,6
Cc1ccc(C2Nc3ccccc3NC3=C2C(=O)OC(C)C3)cc1 (centres undefined),7,-4,1,3,3,12,4,8,-3
O=C(NCc1n[nH]c(=S)n1-c1ccc(Cl)c(Cl)c1)c1ccc(S(=O)(=O)N2CCOCC2)cc1,2,2,2,2,8,8,4,0,20
COc1ccc(NC(=O)COc2cc(O)c3c(c2)OC(C)(C)CC3=O)cc1,7,1,3,3,3,16,1,1,2
COc1ccc2cc(CN(CCO)C(=O)c3ccccc3F)c(=O)[nH]c2c1,-27,2,-4,1,-3,-3,5,0,5
CSCCC(NC(=O)c1ccccc1Cl)C(=O)N1CCCCCCC1 (centres undefined),10,6,-6,6,nt,2,2,-2,7
COc1cc2c(cc1NC(=O)C(C)Sc1ccc(C)cc1)oc1ccccc12 (centres undefined),-40,4,-2,-15,3,-7,-10,-6,-8
O=C(COC(=O)C1(c2ccccc2)CC1)N1CCN(c2ccc(F)cc2)CC1,4,-2,-4,2,0,-4,-1,-2,9
Cc1ccccc1N1CC(O)(c2ccccc2)[N+]2=C1SCC2 (centres undefined),-15,7,4,1,3,10,6,0,7
N#CCc1ccc(NC(=O)c2ccc(CN3CCc4ccccc4C3)cc2)cc1,5,3,0,-11,4,7,11,0,-4
CC(=O)c1cccc(Nc2nc(-c3ccccc3)nc3ccccc23)c1,-6,-4,-4,0,0,-3,10,-4,-4
CC(=O)Nc1ccc(NC(=O)c2ccccc2N(C)S(C)(=O)=O)cc1,6,2,1,2,6,-3,4,0,2
CCOC(=O)c1cccc(NC(=O)CCNS(=O)(=O)c2cccc3nonc23)c1,-8,5,-1,-5,3,-1,0,0,-2
CCCS(=O)(=O)c1c(S(=O)(=O)CCC)c2c(N)cccn2c1C(=O)c1ccc(Br)cc1,10,18,-7,8,-1,6,13,-4,4
COC(=O)c1cc2c(ccn2-c2ccc(F)cc2)n1CC(=O)OC(C)C,13,8,-2,-1,7,3,4,0,13
Cc1ccc(-n2nnc3c(=O)n(CC(=O)N4CCCC4)cnc32)cc1,2,0,-4,3,10,5,-1,5,1
CCOc1ccc(/C=C/C(=O)OCC(=O)NCCc2ccc(OCC)c(OCC)c2)cc1OC,-1,3,-2,3,4,3,0,-1,-10
O=C(Nc1ccccn1)c1sc2cc([N+](=O)[O-])ccc2c1Cl,12,8,-3,4,5,4,2,-3,0
CS(=O)(=O)C1=C(O)C(=O)N(c2ccccc2)C1c1ccccc1 (centres undefined),4,3,-4,2,-3,0,4,5,16
CS(=O)(=O)N1CCCC(C(=O)NCCCN2CCOCC2)C1 (centres undefined),19,-2,7,-3,6,3,5,2,4
O=C(CSc1nnc2c(Cl)cc(C(F)(F)F)cn12)Nc1ccc2c(c1)OCO2,0,-5,-2,-5,2,-1,9,-3,5
Cc1ccc(-c2nn(C)c(=O)c3ccccc23)cc1S(=O)(=O)NCCN(C)C,18,5,4,0,-5,-2,8,-1,2
COc1ccc(NS(=O)(=O)c2cccc(C(=O)N3CCN(c4ccccc4O)CC3)c2)cc1,6,27*,0,2,22,6,6,-1,1
CCCn1c(N)c(C(=O)COC(=O)/C=C/c2ccc(OC(F)F)c(OC)c2)c(=O)[nH]c1=O,-5,0,-3,nt,nt,nt,-3,nt,-1
Cc1cc(=O)oc2cc(OCC3CC(c4ccccc4Cl)=NO3)ccc12 (centres undefined),-18,3,-1,6,-6,1,-6,-4,4

The list goes on.
canonical_smiles,PREPL inh,pPAFAH inh,PAD4 FP inh,PME-1 inh,GSTO1 counter,LYPLA2 inh,PAFAH1B3 FP inh,LYPLA1 counter,PAFAH1B2 inh
COc1ccc(NC(=O)CCNS(=O)(=O)c2ccc3c(c2)c(=O)n(C)c(=O)n3C)cc1OC,8,-1,0,-2,-1,0,6,0,4
CC(C)C(=O)O/N=C1\CCS(=O)(=O)c2sccc21,21,4,-2,2,8,9,1,4,-2
Cc1cc2nc(-c3ccc(NC(=O)C(C)C)cc3)oc2cc1C,-9,1,-4,-24,-18,-11,-2,-11,-13
O=C(CCCn1c(=O)[nH]c2ccc(Br)cc2c1=O)NCc1ccc(Cl)cc1,3,1,-5,-2,2,-3,3,0,6
Cc1c(C(=O)N2CCC2)oc2ccc(Cl)cc12,-38,0,-4,nt,nt,nt,11,nt,1
COc1ccc(N2CCN(CCCNC(=O)CN3C(=O)COc4ccccc43)CC2)cc1,25,5,-3,-7,0,-1,-2,0,5
CCC(C)NC(=O)c1cnc2n(c1=O)CCS2 (centres undefined),3,-4,7,0,1,2,-5,-1,0
Cc1nc2ccccn2c1C(=O)NN=C1CCN(C)CC1,5,-4,-1,6,10,-4,6,0,5
S=C(c1ccc(-c2ccccc2Cl)o1)N1CCOCC1,-3,2,1,1,1,3,1,2,3
CC1CCN(C(=O)c2[nH]cnc2C(=O)NC2CCN(C(=O)OC(C)(C)C)CC2)CC1,12,0,-8,5,nt,-3,-3,0,1
CC(=O)N1CCOc2ccc(S(=O)(=O)NCc3ccc(F)cc3)cc21,-1,5,3,4,4,2,-5,-1,18
CCc1ccccc1NC(=S)N=Nc1c(O)n(C)c2ccc(S(=O)(=O)N3CCOCC3)cc12,2,4,2,3,30,3,8,-1,0
Cc1c(-c2cccs2)[n+](=O)c2c(n1[O-])CCCCC2,-3,-2,-1,-1,3,2,4,0,5
CCOC(=O)c1nn(-c2ccccc2)c(C#N)c1NC(=O)c1nn(CC)cc1Br,-15,-6,-4,-11,-12,-2,-11,-6,1
CC1CN(C(=O)C(C)OC(=O)c2ccc3ncsc3c2)CC(C)O1 (centres undefined),4,-1,7,3,nt,-1,3,-2,-3
Cc1ccc2c(c1)C(=O)c1ccccc1CS2=O (centres undefined),-3,4,0,-5,-1,0,4,3,0
COc1ccc(C)cc1NC(=O)C(Sc1nncn1C)c1ccccc1 (centres undefined),6,6,1,-1,-1,-1,3,-3,2
O=[N+]([O-])c1ccc(N2CCSCC2)cc1O,-8,2,1,-6,-10,-3,6,1,5
O=C(C1CC1)N1CCN(c2ccc(O)cc2)CC1,12,2,-4,-2,3,4,0,5,6
